APJ ag – activates the human apelin receptor APJ; CHO-K1 APJ PathHunter beta-arrestin, luminescence; 0% DMSO wells, 100% apelin; activation, % at 20 µM; 0.11% of 330,000 active; AID 2520;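 active means activation more than six SD over the plate average, tested at 20 µM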;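 further: 0% = DMSO alone and 100% = apelin-13 at 10 nM; some results filed as inactive read as strong as hits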
Target sequence (P35414 whole entry, looked up): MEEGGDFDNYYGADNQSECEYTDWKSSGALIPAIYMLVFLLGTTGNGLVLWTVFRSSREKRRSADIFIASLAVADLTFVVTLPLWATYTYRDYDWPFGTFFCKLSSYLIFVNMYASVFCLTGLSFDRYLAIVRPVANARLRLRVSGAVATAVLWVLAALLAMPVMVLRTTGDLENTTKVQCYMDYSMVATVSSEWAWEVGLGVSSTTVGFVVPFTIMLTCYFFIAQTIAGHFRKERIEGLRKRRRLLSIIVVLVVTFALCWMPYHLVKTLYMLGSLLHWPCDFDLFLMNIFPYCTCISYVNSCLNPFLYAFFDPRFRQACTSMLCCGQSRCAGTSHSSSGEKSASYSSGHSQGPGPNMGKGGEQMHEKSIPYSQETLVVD
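assay system = CHO-K1 APJ beta-arrestin complementation cell line | input = cell density 1000 per well | dosing = compound 20 µM once, DMSO 1% | timing = compound 90 min 25 °C, reagent 1 h | measured by = luminescence from split beta-galactosidase complementation, Galacton Star/Emerald II substrate | read-out basis = APJ agonist activity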
beta cell repl – inducers of beta-cell replication in MIN6 cells; proliferation, % at 10 µM; 0.29% of 330,000 active; MIN6 cells proliferation, ATPlite luminescence, 48 h; cells starved in 0.2% serum; 100% = growth in 10% serum;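 active means compounds whose signal lies at least 3.5 SD above the mean of all wells on their plate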;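 further: 0% = DMSO-treated cells in low-serum medium and 100% = 10% serum control; some compounds called inactive have numbers as strong as hits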
NR3A LBD binder – modulates the human NR3A ligand-binding domain. Tm shift relative to glycine control, % at 25 µM. NR3A LBD differential scanning fluorimetry, Tm shift; 0% = protein alone, 100% = glycine-bound protein. 2.5% of 340,000 active;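 active means melting temperature shift of at least 10% of the positive control shift, at one fixed dose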
tim10-1 inh – growth inhibitors of tim10-1 mutant yeast; S. cerevisiae tim10-1 ts strain growth, BacTiter-Glo, 24 h; inhibition, % at 20 µM; 2.2% of 330,000 active;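 active means inhibition of at least 40%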;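 further: mutant grown at 25 °C; 0% = DMSO wells with yeast and 100% = wells holding no yeast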
tim23-1 inh – inhibits growth of tim23-1 mutant yeast. S. cerevisiae tim23-1 growth, BacTiter-Glo luminescence, 24 h. inhibition, % at 20 µM. 1.3% of 330,000 active;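 active means growth inhibition of the mutant yeast at or above 50%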;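 further: temperature-sensitive mutant grown at 25 °C; plate controls were DMSO-treated mutant yeast for no effect and medium wells lacking yeast for full effect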
MPTP block – permeability transition pore inhibition; inhibition, % at 10 µM; isolated mouse mitochondria, Ca2+ swelling absorbance, 30 min; 1.4% of 360,000 active;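 active means inhibition of 50% or more, scaled per plate between neutral and stimulator controls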;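 further: 0% = DMSO wells given calcium and 100% = 1 mM EGTA wells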
TIM10 inh – inhibits growth of TIM10 yeast strain; 1.4% of 330,000 active; inhibition, % at 10 µM; S. cerevisiae TIM10 strain growth, BacTiter-Glo luminescence, 24 h; AID 463195;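 active means inhibition of 40% or more at the single tested concentration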;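 further: wild-type TIM10 isogenic control strain grown at permissive 25 °C; 0% = DMSO yeast wells and 100% = minimal medium wells without yeast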
NALP3 yeast inh – NALP3 inhibition in yeast; Yeast reconstituted NLRP3/ASC/caspase-1, beta-gal luminescence, 24 h; inhibition, % at 10 µM; 0.39% of 330,000 active;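 active means inhibition of 50% or more; inactive means inhibition below 50%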;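 further: plate controls were induced DMSO wells for no effect and uninduced yeast grown without galactose for full effect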
APJ antag – APJ receptor antagonism. inhibition, % at 20 µM. P35414. CHO-K1 APJ beta-arrestin complementation, luminescence. 0.32% of 330,000 active;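 active means inhibition above about 40% at 20 µM, limit read from the data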;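 further: cells challenged with 10 nM apelin-13 agonist together with compound; plate controls were apelin-13 plus DMSO wells for no effect and DMSO wells lacking apelin-13 for full effect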
An asterisk follows results filed as active; x = not tested or not shown; & = joins results of further samples.

1	O=C(CN1C(=O)NC2(CCCC2)C1=O)Nc1ccc(Cl)c(C(F)(F)F)c1
2	CSc1ccc(Cl)c(C(=O)OCC(=O)N2CCOCC2)c1
3	COc1ccc2c(C)c(CC(=O)N3CCN(C(=O)C4COc5ccccc5O4)CC3)c(=O)oc2c1 (stereo not given)
4	CC(C)C[C@H](NC(=O)c1[nH]cnc1C(=O)N[C@@H](C)C(=O)OC(C)(C)C)C(=O)OC(C)(C)C
5	O=C1C=C(O)c2c(O)cccc2C1=O
6	CCN(CC)CCCN1C(=O)C(=O)/C(=C(/O)c2cc(C)ccc2C)C1c1cccnc1 (stereo not given)
7	Cc1cccc(-c2noc(-c3ccccc3C(=O)NCC3CCCO3)n2)c1 (stereo not given)
8	Cc1csc(SCC(=O)NCc2cccc(Cl)c2)n1

Compound	1	2	3	4	5	6	7	8
APJ ag	-3	-4	-1	-2	-4	2	-2	-1
tim10-1 inh	-28	-1	8	28	15	4	21	2
tim23-1 inh	0	2	1	15	5	8	12	17
beta cell repl	-3	-3	3	-7	-6	2	0	0
APJ antag	16	-22	4	3	-81	7	4	2
TIM10 inh	-3	0	17	16	6	-5	7	10
NALP3 yeast inh	10	-15	8	10	11	5	10	19
MPTP block	-0.9	-2.7	-0.9	0.1	x	-0.5	0.9	0.1
NR3A LBD binder	-8	0	0	-5	x	0	0	1

9	COc1ccc(/C(N)=N/OC(=O)CC2CCCCC2)cc1OC
10	COc1ccc(CCNC(=O)COc2ccc([N+](=O)[O-])cc2)cc1
11	CCC(C)(C)n1nnnc1CN1CCN(c2nc3ccc(C)cc3cc2C#N)CC1
12	CC(=O)N1C=CN(C(C)=O)C(c2cn(C)c3ccccc23)C1c1cn(C)c2ccccc12 (stereo not given)
13	COCC1CCCCN1C(=O)c1ccc2oc(CCc3ccccc3)nc2c1 (stereo not given)
14	C[C@@]12CCC=C[C@H]1[C@H](c1ccc(F)c(/C=C/c3ccccc3)c1)N(Cc1ccccc1)C2=O
15	Cc1cccc(/C=C/c2onc(C)c2S(=O)(=O)N2CCC(C(=O)NC(C)C)CC2)c1
16	c1ccc(CN2CCN(Cc3cn4cccnc4n3)CC2)cc1

Compound	9	10	11	12	13	14	15	16
APJ ag	14	-2	2	0	-4	-2	-3	-2
tim10-1 inh	51*	14	41*	11	23	12	7	-8
tim23-1 inh	19	6	41	22	10	25	6	0
beta cell repl	-2	-3	-3	-2	0	-9	-4	-2
APJ antag	-42	-11	1	0	2	6	5	2
TIM10 inh	18	0	41*	0	6	12	-3	-9
NALP3 yeast inh	26	9	2	-3	1	13	17	14
MPTP block	-0.4	-0.1	5.9	-2.0	-0.2	-0.6	-2.0	0.2
NR3A LBD binder	0	1	1	14*	0	-1	-1	-3

17	CC(NC(=O)COC(=O)c1cc([N+](=O)[O-])ccc1N1CCOCC1)c1ccc(F)cc1 (stereo not given)
18	O=C(COC(=O)c1ccccc1Cl)NCCC1=CCCCC1
19	NC(=O)C1CN(C(=O)c2cccc(S(=O)(=O)N3CCc4ccccc43)c2)c2ccccc2O1 (stereo not given)
20	CCOC(=O)c1cc(C(O)(C(F)(F)F)C(F)(F)F)c(/N=C/N(C)C)o1
21	CCN(Cc1cc2ccccc2[nH]c1=O)C(=O)C(C)C
22	CCCSc1ccc([C@H]2N[C@@](CC(C)C)(C(=O)OC)[C@H]3C(=O)N(CC)C(=O)[C@@H]23)cc1
23	Cc1cccc(C)c1NC(=O)CSc1nnc(NC(=O)c2ccccc2C(=O)O)s1
24	O=C(O)C1CC(=O)N(Cc2ccc(F)cc2)C1 (stereo not given)

Compound	17	18	19	20	21	22	23	24
APJ ag	-6	-4	-3	1	-7	-4	-3	0
tim10-1 inh	7	-7	1	-9	-4	20	-14	24
tim23-1 inh	10	33	-4	-33	10	26	1	17
beta cell repl	5	3	3	-1	-2	-2	-1	-3
APJ antag	18	-7	5	7	3	9	2	-4
TIM10 inh	-2	-12	7	-27	-3	17	4	1
NALP3 yeast inh	15	18	-2	-5	9	-5	12	0
MPTP block	-0.3	-2.0	-0.3	0.2	-2.2	-0.4	1.7	-2.6
NR3A LBD binder	-4	-1	2	1	-10	4	0	0

25	O=C(COC(=O)CCS(=O)(=O)c1ccc(Cl)cc1)Nc1ncc(Cl)cc1Cl
26	Cn1c(=O)c2c(nc(CN3CCN(c4ccccc4F)CC3)n2CCN2CCOCC2)n(C)c1=O
27	COc1c(C)cc(S(=O)(=O)N2CCCC2)c(C)c1C
28	Cc1[nH]c2ccccc2c1C(=O)CN1CCCCC1CCO (stereo not given)
29	Cc1ccn2c(NCc3ccccc3)c(-c3cccc(SC4CCCCC4)c3)nc2c1
30	Cn1ccnc1COc1ccc(C=O)cc1
31	Cc1c(N=C2SCC(=O)N2c2c(C)n(C)n(-c3ccccc3)c2=O)c(=O)n(-c2ccccc2)n1C
32	CCOC(=O)c1ccc(S(=O)(=O)NCCN(CC)CC)cc1

Compound	25	26	27	28	29	30	31	32
APJ ag	-4	-1	-1	-3	-2	-2	2	-6
tim10-1 inh	12	5	1	12	13	14	5	5
tim23-1 inh	7	2	6	7	36	16	16	12
beta cell repl	-2	0	0	0	-6	-1	-3	-3
APJ antag	23	-12	13	-12	15	14	9	19
TIM10 inh	-5	19	4	30	20	-1	-13	-19
NALP3 yeast inh	7	0	16	26	10	14	-2	6
MPTP block	3.9	2.4	-2.1	-2.2	6.5&23	-1.5	-1.3	0.1
NR3A LBD binder	-1	1	2	0	-16	1	3	0

33	CCOC(=O)C1CCN(CC(=O)Nc2c(C(=O)OC)[nH]c3cccc(Cl)c23)CC1
34	CCC(NC(=O)CCl)c1ccc(C)cc1 (stereo not given)
35	CCN(C(=O)COC(=O)CCNS(=O)(=O)c1ccccc1F)c1c(N)n(Cc2ccccc2)c(=O)[nH]c1=O
36	CC(=O)c1cccc(NC(=O)c2ccc3c(c2)C(=O)N(Cc2cccnc2)C3=O)c1
37	CCCCNc1nc2c(c(=O)n(C)c(=O)n2C)n1Cc1cccc(OC)c1
38	CCCOc1ccccc1C(=O)N(Cc1cccs1)C1CCS(=O)(=O)C1 (stereo not given)
39	CCOc1cc(C(=O)NCCC(=O)N2CCC3(CC2)NCCc2[nH]cnc23)cc(OCC)c1OCC
40	O=c1[nH]c2c(Br)cnc([N+](=O)[O-])c2[nH]1

Compound	33	34	35	36	37	38	39	40
APJ ag	-5	1	-3	6	5	-5	-1	-4
tim10-1 inh	15	12	-4	-3	26	19	-1	8
tim23-1 inh	-1	10	-3	6	7	18	5	6
beta cell repl	1	-1	-1	-2	-6	0	0	1
APJ antag	1	-2	-4	6	22	14	14	1
TIM10 inh	5	12	-1	4	35	4	-8	-16
NALP3 yeast inh	1	-1	13	4	2	7	18	12
MPTP block	-0.4	-1.1	-0.1	-0.3	1.9	-1.0	1.0	0.6
NR3A LBD binder	0	0	0	2	-2	-2	0	0

41	S=C(NCCSCc1c(Cl)cccc1Cl)Nc1ccccc1
42	CN(C[C@@H](Cc1cccc2ccccc12)N(C[C@H](Cc1ccccc1)N(CCc1ccccc1)N=O)N=O)N=O
43	COC(=O)Cc1ccc(NC(=S)Nc2cccc(C)n2)cc1
44	COC(=O)CC1=Nc2ccccc2NC(=O)C1
45	O=C(CCN1C(=O)c2ccccc2C1=O)Nc1ccccc1C(=O)N1CCOCC1
46	O=c1c(Cc2ccc(F)cc2)c(O)ccn1C1CCCCC1
47	CC(C)(C)[C@H]1COC(=O)[C@H](NC(=O)OCC2c3ccccc3-c3ccccc32)C/C=C\C[C@@H](CC(=O)N[C@H](CO)Cc2ccccc2)C(=O)N1
48	CC(=O)C1=C(O)C(=O)N(Cc2ccco2)C1c1cccc(F)c1 (stereo not given)

Compound	41	42	43	44	45	46	47	48
APJ ag	1	-3	-2	-4	-2	-3	-4	-1
tim10-1 inh	35	20	1	7	13	20	14	3
tim23-1 inh	50*	18	32	-1	9	24	10	15
beta cell repl	-6	-7	1	-2	-1	4	-6	0
APJ antag	-1	-8	11	6	6	15	-4	3
TIM10 inh	40	8	30	4	4	25	4	9
NALP3 yeast inh	39	7	30	2	10	6	5	19
MPTP block	79*	1.7	-0.4	-0.2	1.1	-4.7	0.1	1.9
NR3A LBD binder	10	-3	1	-1	1	0	-1	-1

Two of these compounds in another layout.
| entry | canonical_smiles | APJ ag | tim10-1 inh | tim23-1 inh | beta cell repl | APJ antag | TIM10 inh | NALP3 yeast inh | MPTP block | NR3A LBD binder |
| --- | --- | --- | --- | --- | --- | --- | --- | --- | --- | --- |
| 44 | COC(=O)CC1=Nc2ccccc2NC(=O)C1 | -4 | 7 | -1 | -2 | 6 | 4 | 2 | -0.2 | -1 |
| 45 | O=C(CCN1C(=O)c2ccccc2C1=O)Nc1ccccc1C(=O)N1CCOCC1 | -2 | 13 | 9 | -1 | 6 | 4 | 10 | 1.1 | 1 |

Whole records, quoted from the list. Order of screens: APJ ag, tim10-1 inh, tim23-1 inh, beta cell repl, APJ antag, TIM10 inh, NALP3 yeast inh, MPTP block, NR3A LBD binder
COC(=O)CC1=Nc2ccccc2NC(=O)C1 is listed as -4, 7, -1, -2, 6, 4, 2, -0.2, -1
O=C(COC(=O)c1ccccc1Cl)NCCC1=CCCCC1 is listed as -4, -7, 33, 3, -7, -12, 18, -2.0, -1
S=C(NCCSCc1c(Cl)cccc1Cl)Nc1ccccc1 is listed as 1, 35, 50*, -6, -1, 40, 39, 79*, 10
Cn1c(=O)c2c(nc(CN3CCN(c4ccccc4F)CC3)n2CCN2CCOCC2)n(C)c1=O is listed as -1, 5, 2, 0, -12, 19, 0, 2.4, 1
CCCCNc1nc2c(c(=O)n(C)c(=O)n2C)n1Cc1cccc(OC)c1 is listed as 5, 26, 7, -6, 22, 35, 2, 1.9, -2

Further results:
49	Cc1nc(SC2CC(=O)N(c3ccc([N+](=O)[O-])cc3)C2=O)nc2c1CCCC2 (stereo not given)
50	Cc1cc(NC(=O)CSc2nnc(-c3ccncc3)n2-c2ccccc2)no1
51	COc1cc(CNc2ccc3[nH]c(=O)[nH]c3c2)ccc1OCc1ccc(Cl)cc1
52	Cc1ccc(NC(=O)CNC(=O)c2ccc(Oc3ccccc3)cc2)nc1
53	COc1ccc(-c2cc(C(F)F)n3ncc(C(=O)N4CCc5ccccc54)c3n2)cc1
54	CC(C)(C)OC(=O)C[C@@H]1C/C=C\C[C@@H](CC(=O)NCCO)C(=O)N[C@H](C(C)(C)C)COC1=O
55	O=C(NCc1cccc(F)c1)c1cccc2c1C(=O)c1ccc(Cl)cc1S2(=O)=O
56	O=C(NCC1CCCO1)c1ccc(Cl)c(F)c1F (stereo not given)
57	Cc1ccc(OCC(=O)Nc2ccc(-n3cnnn3)cc2)c(C)c1
58	COCCN1CCN(Cc2cn(C)nc2-c2ccc(Oc3ccccc3)cc2)CC1

Compound	49	50	51	52	53	54	55	56	57	58
APJ ag	-3	1	2	5	-5	-2	4	1	6	0
tim10-1 inh	40	5	31	1	14	-4	-38	10	18	15
tim23-1 inh	28	8	14	0	-6	-5	-6	11	12	6
beta cell repl	1	-3	-6	0	-3	4	-3	1	6	-2
APJ antag	6	5	-7	16	6	0	-36	12	7	11
TIM10 inh	17	-1	11	-3	-3	-1	-14	1	8	-7
NALP3 yeast inh	13	15	21	37	-4	8	19	3	12	-4
MPTP block	-0.3	-1.0	1.0	-0.9	1.9	-0.3	3.0	-0.6	0.2	0.3
NR3A LBD binder	-4	-1	1	-1	-1	-2	-4	-1	-2	0

Screening data as filed in PubChem.
